Screening data deposited in PubChem BioAssay by National Center for Advancing Translational Sciences (NCATS).
TDP-43 yeast inh = rescues yeast growth from TDP-43 toxicity | TDP-43 expressing yeast growth rescue, BacTiter-Glo, 24 h | Potency, µM (highest dose often 46.1 µM), without a hit: top-dose growth rescue (activation), usual class: activators | 1.8% of 410,000 active | AID 652104; further: potency means the concentration at half of the fitted maximal effect; % of control where 0% means no effect; nearly all actives have a fitted effect of over 50% in size
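Readout is BacTiter-Glo luminescence of cell growth, so inhibitors register as activators. TDP-43-expressing yeast at OD600=0.02 in galactose medium, after raffinose pregrowth to mid-log, were incubated with compound for 24 hr at 30 deg C.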
PTHR1 agonist = activates the human parathyroid hormone receptor PTHR1. 0.075% of 410,000 active. Potency, µM (highest dose often 115 µM), for the others: at the highest dose activation, hits mostly activators. AID 743266. Q03431. HEK293 GP2 PTHR1 cells, GloSensor cAMP luminescence, 1 h; further: potency means the concentration at half of the fitted maximal effect; nearly all actives have a fitted effect of over 55% in size; some results filed as inactive show a strong effect at the top dose; inactives centre near -15; many of its hits are not listed in these tables
Target sequence (Q03431 whole entry, looked up): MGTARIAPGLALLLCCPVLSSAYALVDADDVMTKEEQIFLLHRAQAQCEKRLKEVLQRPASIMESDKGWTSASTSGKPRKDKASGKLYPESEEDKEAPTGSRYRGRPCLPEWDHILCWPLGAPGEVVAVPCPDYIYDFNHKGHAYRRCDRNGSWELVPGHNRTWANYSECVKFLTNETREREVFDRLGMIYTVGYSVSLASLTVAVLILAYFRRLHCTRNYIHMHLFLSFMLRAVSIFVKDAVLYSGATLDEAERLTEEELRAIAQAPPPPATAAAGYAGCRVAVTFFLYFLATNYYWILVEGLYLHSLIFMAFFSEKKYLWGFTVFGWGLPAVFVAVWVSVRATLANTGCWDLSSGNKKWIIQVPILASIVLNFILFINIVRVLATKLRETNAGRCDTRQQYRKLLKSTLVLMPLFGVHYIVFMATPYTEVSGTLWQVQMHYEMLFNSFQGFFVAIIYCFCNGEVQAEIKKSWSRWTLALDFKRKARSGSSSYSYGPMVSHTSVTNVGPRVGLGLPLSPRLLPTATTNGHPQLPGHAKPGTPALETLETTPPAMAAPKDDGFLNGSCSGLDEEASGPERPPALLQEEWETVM
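HEK-293-derived GP2 cells expressing PTHR1 and a GloSensor cAMP reporter, 3,000/well, plated overnight, given luciferin plus IBMX (each 0.5 mM as added) for 1 h at 37 °C, then compound for 1 h at 37 °C. Luminescence was read after 15 min at room temperature.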
D3 ag = activates the human D3 dopamine receptor; P35462; D3R DiscoveRx beta-arrestin cells, luminescence, 90 min; 0.58% of 410,000 active; AID 652048; max activation, %; in the data active means max activation above about 30%; further: 0% is about no effect; mostly tested at two doses, the higher about 12 µM
Target sequence (P35462 whole entry, looked up): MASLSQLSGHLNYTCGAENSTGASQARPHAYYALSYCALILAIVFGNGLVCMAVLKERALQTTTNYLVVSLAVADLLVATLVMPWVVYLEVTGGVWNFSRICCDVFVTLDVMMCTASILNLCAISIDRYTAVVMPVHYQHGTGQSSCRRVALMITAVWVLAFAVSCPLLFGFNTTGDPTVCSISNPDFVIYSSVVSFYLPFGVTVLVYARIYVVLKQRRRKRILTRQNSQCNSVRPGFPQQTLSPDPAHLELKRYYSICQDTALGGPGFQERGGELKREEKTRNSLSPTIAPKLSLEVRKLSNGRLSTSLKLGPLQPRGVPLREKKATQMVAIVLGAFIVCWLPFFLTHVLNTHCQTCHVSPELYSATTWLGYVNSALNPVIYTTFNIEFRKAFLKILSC
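Cells at 1500/well, incubated overnight, then treated with pinned compounds (dopamine as control) for 90 min at 37 degrees C. DiscoveRx reagent added for 30 - 60 minutes at room temperature; luminescence read.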
GLP1R ag = activates the human GLP-1 receptor. P43220. HEK293 GLP-1R CRE-luciferase, luminescence, 4-6 h; cells express a hypersensitive GLP-1R form. Potency, µM (titrated, usually from 45.6 µM), for inactives: top-dose activation, actives largely listed as activators. 0.007% of 380,000 active. AID 624172; further: potency means the concentration at half of the fitted maximal effect; % of control where 0% means no effect
aSyn rescue = inhibitors of alpha-synuclein toxicity in yeast. Yeast expressing alpha-synuclein, growth rescue, BacTiter-Glo, 24 h. Potency, µM (top dose mostly 46.1 µM), without a hit: at the highest dose growth rescue (activation), hits mostly activators. 0.14% of 370,000 active. AID 652106; further: potency means the concentration at half of the fitted maximal effect; % of control where 0% means no effect; nearly all actives have a fitted effect of over 65% in size
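Rescue of yeast growth: cells expressing toxic alpha-synuclein, induced in galactose at OD600 0.02, incubated with compound 24 h at 30 C. ATP luminescence quantified growth; inhibitors of toxicity appear as activators.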
HEK293 tox = cytotoxicity in counter-screen for GLP-1R inverse agonists | HEK293 cAMP-luciferase reporter cells, luminescence, 24 h | Potency, µM (doses to about 38.3 µM), without a hit: top-dose activity change, negative = inhibition, most hits filed as inhibitors | 0.13% of 410,000 active | AID 624418;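 further: loss of luciferase light is scored as toxicity; potency means the concentration at half of the fitted maximal effect; on the % scale 0 is the no-effect control and ±100 the full control effect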
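MLSMR compounds, 24 hr on cells at 37 deg C/5% CO2; luminescence after luciferase reagent (12 min RT). Inhibition counted as the undesired cytotoxic outcome.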
KB-V1 cytotox = KB-V1 MDR subline cytotoxicity; KB-V1 MDR cells viability, CellTiter-Glo, 72 h; Potency, µM (highest dose often 46.1 µM), inactives show top-dose activity change, negative = cytotoxicity, hits mostly cytotoxic; 3.4% of 400,000 active; AID 1347076; further: potency means the concentration at half of the fitted maximal effect; on the % scale 0 is the no-effect control and ±100 the full control effect; nearly all actives have a fitted effect of over 60% in size
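Readout: CellTiter-Glo luminescence, 10 min after addition. Cells: KB-V1 MDR subline, 72 h at 37 degrees C with compound. Analysis: corrected, normalized data fitted to concentration-effect curves.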
DRD3 antagonist = D3 dopamine receptor (human) antagonism | P35462 | D3R cells, DiscoveRx beta-arrestin luminescence, antagonist mode; hits give low values | max response, negative = inhibition, % | 2.5% of 360,000 active | AID 652054; in the data active means max response below about -50%; inconclusive means no clear call, values can overlap the other calls; further: on the % scale 0 is the no-effect control and ±100 the full control effect; mostly tested at two doses, the higher about 12 µM
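Cells expressing the human receptor were seeded at 1500 cells/well, incubated overnight at 37 degrees C in 5% CO2, then exposed to library compounds with dopamine controls for 90 minutes at 37 degrees C before luminescent detection.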
GLP1R inv ag = GLP-1 receptor (human) inverse agonism. HEK293 GLP-1R CRE-luciferase, luminescence, 24 h; GLP-1R form is constitutively active. Potency, µM (highest dose often 38.3 µM), without a hit: top-dose activity change, negative = inhibition, usual class: inhibitors. 1.6% of 410,000 active; further: potency means the concentration at half of the fitted maximal effect; on the % scale 0 is the no-effect control and ±100 the full control effect; nearly all actives have a fitted effect of over 55% in size
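Stable HEK293 clone (constitutively active GLP-1R + cAMP-response luciferase); 200 cells/uL plated, 12 h pre-culture, compound 24 hr, 37 deg C/5% CO2; detection reagent 12 min RT; luminescence.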
* marks the source's active call; other numbers are inactive results; i = inactive; ? = inconclusive; nt = not tested or not shown; [ ] = another dose, or the depositor's remark. Unless noted, the call rests on the fitted dose curve; in most records, active means well fitted curve in the direction sought with a large enough effect; inconclusive means small, poorly fitted or top-dose-only effect, or another doubt; inactive means no such curve, though single readings can be large; an effect the other way counts as inactive or inconclusive.

SMILES	TDP-43 yeast inh	PTHR1 agonist	D3 ag	GLP1R ag	aSyn rescue	HEK293 tox	KB-V1 cytotox	DRD3 antagonist	GLP1R inv ag
Cc1cccc(N2CCN(C(=O)CCc3nnc4n(CC(C)C)c(=O)c5ccccc5n34)CC2)c1C	2%	i	13	nt	nt	-1%	nt	nt	-12%
CCOC(=O)C1=C(CN2CCC(C)CC2)NC(=O)NC1c1ccc(OC(C)C)cc1 (stereo not drawn)	12%	-18%	2	1%	nt	-23%	?	nt	?
O=C(Cn1cc(C(F)(F)F)ccc1=O)N1CCCc2ccccc21	11%	-29%	3	4%	-6%	-1%	15%	2	-2%
CCCC1(C(=O)OCC)NC(c2ccc(O)cc2)C2C(=O)N(c3cccc(C(C)=O)c3)C(=O)C21 (stereo not drawn)	-18%	-6%	3	0%	-2%	1%	?	-5	18%
Oc1ccc(/C=N/N=C/c2ccc(O)c(O)c2)cc1O	-19%	-1%	24	19%	-5%	-26%	4%	8	6%
CCOC(=O)c1ccc(NC(=O)CCc2nc(-c3ccccc3)no2)cc1	?	-37%[inhibitor]	1	3%	-1%	-23%	?	8	?
Cc1cc(=O)n2[nH]c(=O)c(N=Nc3ccccc3)c2[nH]1	-2%	i	-4	-4%	-7%	?	-11%	-84*	21%
Cc1ccc(-n2cc(-c3ccccc3)c3c(=O)[nH]cnc32)cc1	25%	-95%[inhibitor]	0	6%	6%	6%	-5%	10	-2%
CC(=O)c1ccc(NC(=O)CN2C(=O)c3cccnc3Sc3ccccc32)cc1	-6%	-42%[inhibitor]	1	0%	nt	1%	-3%	nt	8%
CCCCOc1ccc(CNC(=S)N/N=C/c2ccc(OC)c(OC)c2)cc1	0%	i	11	-1%	16%	4%	18µM*	41	?
CC(C)n1c(CCCO)nc2ccccc21	0%	-2%[57.5 µM]	-1	-10%	-6%	-4%	-9%	11	0%
COc1ccc(Cl)cc1NC(=O)c1c(NCc2cccs2)sc2c1CCCC2	14%	-30%	-5	nt	nt	2%	nt	nt	-1%
COC(=O)c1sccc1NC(=O)/C=C/c1c(Cl)cccc1Cl	11%	i	5	-9%	4%	-6%	9%	-9	10%
Cc1ccc(-n2c(SCC(=O)NCCN3C(=O)CSC3=O)nnc2-c2cccc(C)c2)cc1	3%	-2%	-6	-4%	12%	59%[activator]	?	-23	?
CCc1ccccc1NC(=O)Cn1nc(C(F)(F)F)c2c1CCCC2	?	-94%[inhibitor]	9	-3%	nt	7%	-22%	nt	-18%
CCc1ccc(N(CC(=O)Nc2ccccc2C(=O)N2CCCC2)S(C)(=O)=O)cc1	-1%	-17%	15	-1%	0%	4%	nt	-8	12%
O=c1[nH]c2ccccc2c2nc3ccccn3c12	22µM*	-7%[57.5 µM]	0	5%	?	-8%	?	15	46%[activator]
Cc1cc(C)cc(N(C(C)C(=O)NC2CCCC2)S(C)(=O)=O)c1 (stereo not drawn)	-4%	-4%[57.5 µM]	2	7%	9%	2%	?	-7	0%
CC(=O)N1c2ccc(S(=O)(=O)NCC3CCC(C(=O)Nc4cc(C)ccc4C)CC3)cc2CC1C (stereo not drawn)	-9%	-25%	1	nt	nt	-9%	nt	nt	-24%
CCOc1ccc(-c2cc(-c3nc(-c4cc(OC)c(OC)c(OC)c4)no3)[nH]n2)cc1Cl	15%	-3%	2	nt	nt	-4%	4%	nt	3%
CC1CC(C)CN(S(=O)(=O)N2CCCC(C(=O)NC(C)c3ccccc3)C2)C1 (stereo not drawn)	5%	i	3	0%	7%	3%	0%	0	-46%
C/C(=N\NC(=S)NCCc1ccccc1)c1ccc(C#N)cc1	-5%	i	-18	0%	-1%	-5%	-26%	14	1%
Cc1ccccc1NC(=S)N1CCCC(c2nc3ccccc3[nH]2)C1 (stereo not drawn)	21%	-11%	1	1%	-4%	6%	3%	12	-1%
Cc1ccc(NC(=O)Nc2cccs2)cc1	-4%	-83%[inhibitor][57.5 µM]	-7	-11%	-18%	-19%	0%	?	-9%
CCCn1c(CC)nc([N+](=O)[O-])c1Sc1ncn[nH]1	3%	i	-6	7%	-6%	-25%	2%	-5	?
COc1cc(Cl)c(C)cc1NC(=O)CSc1cc(-c2ccccc2)nc(C)n1	13%	-15%	16	nt	nt	3%	nt	nt	11%
CC(NC(=O)c1cc(S(=O)(=O)N(C)C)ccc1Cl)C1CC2CCC1C2 (stereo not drawn)	-9%	-12%	3	-1%	1%	4%	?	-14	-33%
CC(=O)c1ccc(OCc2ccccc2)c(C)c1O	20%	-19%	1	9%	5%	3%	?	24	-7%
O=C(Nc1ccc(SC(F)F)cc1)c1ccc2nccnc2c1	?	-73%[inhibitor][57.5 µM]	-1	2%	-20%	-7%	-31%	-3	10%
O=C(N/C=C/n1cnc2cc(C(F)(F)F)ccc21)c1ccc(F)cc1	?	-13%	-7	-4%	1%	0%	1%	2	-4%
COC(=O)CSc1nc2sc3c(c2c(=O)n1-c1ccc(OC)cc1)CCN(C)C3	-13%	i	-8	12%	2%	7%	5%	-24	5%
O=C(CN1C(=O)c2cccnc2Oc2ccc(Cl)cc21)Nc1cccc(C(F)(F)F)c1	18%	-3%	1	nt	nt	-2%	10%	nt	?
CCC1CCCCN1CC(=O)Nc1cc(OC)c(OC)cc1C#N (stereo not drawn)	-15%	-16%	0	-7%	-1%	11%	-15%	4	6%
Cc1cccc(NC(=O)CNC(=O)CN2C(=O)NC3(CCCc4ccccc43)C2=O)c1C (stereo not drawn)	-4%	-22%	5	-1%	4%	-4%	19%	15	-8%
CC1CCCCC1NC(=O)c1ccc(NC2=NC3CS(=O)(=O)CC3S2)cc1 (stereo not drawn)	-6%	i	-9	-4%	-2%	-11%	?	-5	3%
COc1cccc(CNC(=O)c2nnc(Cc3ccc(Cl)cc3)o2)c1	?	-16%	0	nt	nt	0%	2%	nt	0%
C/C(=N\NC(=O)C(C)Sc1ccccc1)c1ccc([N+](=O)[O-])cc1 (stereo not drawn)	17%	-22%	-1	7%	8%	9%	-12%	0	-16%
CCOC(=O)c1cc2c(=O)n3ccccc3nc2n(CC(C)C)c1=NC(=O)C(C)(C)Oc1ccc(Cl)cc1	11%	-29%	4	nt	nt	32%[activator]	13%	nt	17%
CCOc1ccc(-n2c(C)cc(/C=N\NC(=O)CC(=O)NC3CCCCC3)c2C)cc1	0%	-28%	-4	24%	1%	-19%	6%	10	?
CC(C)Cc1ccc(C(C)C(N)=Nc2ccc(O)cc2)cc1 (stereo not drawn)	-13%	-6%	-7	13%	-2%	?	?	-17	13µM*
O=C(CSc1nnc(SCc2ccc(Cl)cc2)s1)N1CCN(C(=O)c2ccco2)CC1	6%	-18%	0	-2%	7%	12%	?	41	0%
COc1cc(OC)cc(-c2c(C#Cc3ccsc3)c3cc(-c4cccc5[nH]cc(C=O)c45)ccc3n2C)c1	12%	9%	4	0%	0%	-11%	0%	5	?
Cc1cc(C)c(S(=O)(=O)N2CCC(C(=O)NCc3ccncc3)CC2)c(C)c1	8%	i	-3	-3%	0%	7%	nt	23	?
CC(C)S(=O)(=O)N1CCCC(c2cc(C(=O)NCc3cccnc3)no2)C1 (stereo not drawn)	2%	-9%	-9	0%	-4%	7%	-3%	-15	9%
Cc1ccc(Cl)cc1NC(=O)c1ccc2nc(CCc3ccccc3)oc2c1	5%	-8%	-7	nt	nt	3%	6%	nt	-5%

Among those listed so far, these contain a cyano group.
SMILES	TDP-43 yeast inh	PTHR1 agonist	D3 ag	GLP1R ag	aSyn rescue	HEK293 tox	KB-V1 cytotox	DRD3 antagonist	GLP1R inv ag
C/C(=N\NC(=S)NCCc1ccccc1)c1ccc(C#N)cc1	-5%	i	-18	0%	-1%	-5%	-26%	14	1%
CCC1CCCCN1CC(=O)Nc1cc(OC)c(OC)cc1C#N (stereo not drawn)	-15%	-16%	0	-7%	-1%	11%	-15%	4	6%

(cont.)
SMILES	TDP-43 yeast inh	PTHR1 agonist	D3 ag	GLP1R ag	aSyn rescue	HEK293 tox	KB-V1 cytotox	DRD3 antagonist	GLP1R inv ag
Cc1ccc(NC(=O)N/C=C/c2ccco2)cc1C	23%	-8%[57.5 µM]	7	-2%	8%	3%	-4%	10	2%
O=C(O)c1cccc(N2C(=O)/C(=C/c3ccc(SCc4ccc(Cl)cc4)o3)SC2=S)c1	16%	-26%	-15	0%	-4%	1%	17%	-59*	-8%
CCSc1nc2ccccc2n1C(=O)/C=C/c1ccc(OC)c(OC)c1	2%	-12%	-1	-13%	1%	-30%	?	-51*	?
COc1ccc(CNS(=O)(=O)c2ccc3c(c2)NC(=O)CS3)cc1	4%	-2%	2	5%	-3%	-10%	0%	1	-4%
O=S(=O)(c1ccccc1)N1CCN(CCc2ccccc2)CC1	6%	i	0	-2%	10%	-2%	-1%	-23	5%
Cc1noc(C)c1S(=O)(=O)N(CC(=O)Nc1ccc(C(F)(F)F)cc1)c1ccc(C(C)C)cc1	12%	-39%[inhibitor]	6	0%	nt	-9%	-17%	nt	-19%
C/C(=N\NC(=S)Nc1ccc(C)c(C)c1)c1ccc(N2CCOCC2)cc1	?	-17%	-2	8%	3%	4%	9%	4	-18%
Cc1cc(NCCO)nc(N2CCOCC2)n1	-7%	-21%[57.5 µM]	0	2%	-12%	-13%	1%	8	4%
COc1ccccc1OCC(=O)Nc1ccccc1C(=O)NC1CC1	3%	-21%	3	0%	2%	0%	-1%	-4	9%
CCCNC(=O)C1CN(S(=O)(=O)c2ccc(C)cc2)c2ccccc2O1 (stereo not drawn)	-13%	i	17	16%	7%	0%	5%	6	1%
COc1ccc(C(=O)Oc2ccc(=O)n(-c3ccccc3)n2)cc1	14µM*	-10%	3	-12%	7%	-2%	5%	-23	-10%

Some of the compounds tested. The share of hits here may be higher or lower than overall.
